Screening results (PubChem BioAssay)
CD40 NFkB inh – inhibitors of CD40-induced NF-kB signaling, primary screen, BL2 cells, luciferase reporter, single point; CD40L-induced, 4 h; inhibition, % at 10 µM; 83,000 compounds, 0.94% hits; AID 1053188, 2014;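 active = mean inhibition of at least 50% with a set share of replicates also reaching that level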;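 also: 0% = neutral control wells and 100% = IKK inhibitor VII at 50 µM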
An asterisk follows results filed as active; [ ] = remark or other dose. Some of the compounds tested, so the mix of outcomes need not match the whole.

SMILES	CD40 NFkB inh
Cc1ccc(S(=O)(=O)N2CCCCC2C(=O)N2CCN(C)CC2)cc1 (stereo not drawn)	4
Cc1cc(C(=O)CCC(=O)N2CCN(c3ccccc3)CC2)c(C)s1	5
COc1ccccc1CNC(=O)COC(=O)c1cccc(-n2cnnn2)c1	-4
CCC(C)C(=O)C(=O)N1CCC(n2nccc2NC(=O)CCOc2ccccc2)CC1 (stereo not drawn)	-2
CCCCCCCCc1nnc(N)s1	-7
C[C@@H]1CN([C@@H](C)CO)C(=O)c2cc(C#CCc3ccccc3)cnc2O[C@@H]1CN(C)C(=O)C1CCOCC1	65*[25 µM]
OC1Cc2ccccc2C1Nc1cccc(C(F)(F)F)c1 (stereo not drawn)	-21
CCCC#Cc1ccc([C@H]2[C@@H](CO)N(C(C)=O)[C@@H]2CNC(=O)C2CCC2)cc1	1[25 µM]
O=C(C[C@H]1CC[C@H]2[C@@H](COC[C@@H](O)CN2S(=O)(=O)c2ccccc2)O1)NCC1CCCCC1	-5
CCc1ccc(C(=O)COC(=O)[C@@H](NC(N)=O)[C@@H](C)CC)cc1	-73
O=S(=O)(Nc1cccc(-c2cn3cccnc3n2)c1)c1ccccc1	-7
CCN(CC(=O)Nc1c(F)cccc1F)C(=O)CCOc1ccccc1	0
CN1CCN(Cc2nc(Cc3ccccc3)no2)CC1c1ccccc1 (stereo not drawn)	9
COc1ccccc1CNC(=O)[C@@H]1CCCN1S(=O)(=O)c1ccc(C)cc1	-7
CCN1[C@@H]2c3ccc(-c4ccc(F)cc4)c(=O)n3C[C@H]1[C@H](CO)[C@H]2C(=O)Nc1nccs1	-5[25 µM]
Cc1noc(C)c1COc1ccc(C(=O)N2CCN(c3ccccn3)CC2)cc1	10
COc1ccc(/C=N/Nc2ncccc2[N+](=O)[O-])c(OC)c1	68*
N#Cc1c(NC(=O)COC(=O)c2nccnc2N)sc2c1CCCC2	-1
COc1ccc(Cl)cc1NC(=O)CN(C)CC(=O)Nc1cccc(S(=O)(=O)N2CCCC2)c1	14
O=C(NCCC1=CCCCC1)c1cc(-c2ccccn2)nc2ccccc12	5
O=C(c1ccccc1)N1CCCC(c2nc3c(nnn3Cc3ccccc3)c(=O)[nH]2)C1 (stereo not drawn)	6
c1nc(Nc2ccc(N3CCOCC3)cc2)c2ccsc2n1	-75
CC(C)[C@H](NC(=O)c1c(F)cccc1F)C(=O)OCC(=O)NNC(=O)c1ccccc1	-2
COC(=O)c1sc(=S)n(-c2ccccc2)c1N	-4
COc1cccc(CC(=O)NCC2COc3ccccc3O2)c1OC (stereo not drawn)	3
New compounds follow.
SMILES	CD40 NFkB inh
CN1C(=O)c2cc(NC(=O)Cc3cccs3)ccc2OC[C@@H]2O[C@@H](CC(=O)NCCCN3CCOCC3)CC[C@H]21	-9[25 µM]
CSc1nc(NC(C)=O)nc(C)c1Br	-2
CC(C)C#Cc1ccc([C@@H]2[C@@H](CO)N3C(=O)CN(C(=O)NC4CCCC4)C[C@@H]23)cc1	-10[25 µM]
O=C(COC(=O)/C=C/c1cccs1)NC1CC1	12
Cn1nc(-c2ccc(Cl)cc2)nc2c(=O)n(C)c(=O)nc1-2	84*
N#C[C@@H]1[C@H](c2ccccc2-c2ccccc2)[C@@H](CO)N1C(=O)Cc1cccnc1	-7[25 µM]
CCC(=O)N1CC(=O)N2[C@H](CO)[C@H](c3ccc(-c4ccc(C#N)cc4)cc3)[C@@H]2C1	9[25 µM]
O=C(Nc1ccc(S(=O)(=O)N2CCOCC2)cc1)c1cc(-c2ccccc2O)n[nH]1	10
CCOC(=O)c1ccc(N2C(=O)c3n[nH]c(C)c3C2c2ccccc2)cc1 (stereo not drawn)	5
CC(=O)Nc1ccc(NC(=O)C(C)OC(=O)C2CCN(S(=O)(=O)c3ccc4c(c3)OCCO4)CC2)cc1 (stereo not drawn)	5
CC1C=NC(S(=O)(=O)N2CC[C@@H]3[C@H](CO)N(C)c4ccc(-c5ccccc5F)cc4[C@@H]32)=N1 (stereo partly drawn)	-28[25 µM]
Cc1nn(-c2nc3ccccc3[nH]2)c(N)c1-c1ccccc1	-62
C=C1C(C(=O)N2CCOCC2)C1C(=O)N1CCOCC1 (stereo not drawn)	2
CCCNC(=O)Nc1ccc2c(c1)C(=O)N(C)C[C@H](OC)[C@@H](C)CN(C)[C@H](C)CO2	5[25 µM]
Cc1csc(CN(C)C(=O)CC2C(=O)NCCN2Cc2ccc(-c3ccccc3)cc2)n1 (stereo not drawn)	14
COc1ccc(C(=O)NNC(=O)COC(=O)c2sccc2C)cc1	7
CC1(Oc2ccccc2-c2ccn[nH]2)CCN(Cc2ccc(OC(F)(F)F)cc2)C1 (stereo not drawn)	-8
CCOCC(=O)Nc1nc2ccccc2s1	-56
CC(=O)Nc1ccc(C=CC=Cc2cccc([N+](=O)[O-])c2)cc1	-22
O=C(Nn1cnnc1)c1cccc(S(=O)(=O)N2CCOCC2)c1	10
C[C@H](NC(=O)[C@@H]1[C@@H](CO)[C@@H]2Cn3c(ccc(-c4ccccc4)c3=O)[C@H]1N2C)c1ccccc1	-14[25 µM]
Cc1ccc(NS(=O)(=O)c2cccc(C(=O)NCCCN3CCCC3=O)c2)cc1	9
Cc1ccc2c(c1)c1ncnc(N3CCN(c4ccccc4)CC3)c1n2C	6
C[C@@H]1CN(C)C(=O)c2cccc(N(C)C)c2O[C@@H]1CN(C)C(=O)OC(C)(C)C	-89
CCOC(=O)c1cnc(-n2nc(C)cc2C)nc1NC1CCCC1	-31
(cont.)
SMILES	CD40 NFkB inh
CC1(c2ccc3c(c2)OCO3)NC(=O)N(CC(=O)c2ccc[nH]2)C1=O (stereo not drawn)	2
CN1C(=O)c2cc(NC(=O)c3ccc(F)c(F)c3)ccc2OC[C@@H]2O[C@H](CC(=O)N3CCCCC3)CC[C@@H]21	7[25 µM]
Cc1cc(SCC(=O)OCC(=O)N2CCCC2=O)c(C)cc1Br	-1
O=C1/C(=C\c2ccc(Cl)c(Cl)c2)CN(C(=O)CCN2CCOCC2)C/C1=C/c1ccc(Cl)c(Cl)c1	74*
O=C(CN1CCOCC1)NNC(=O)c1ccc(Cl)cc1	-3
C=CCSc1nnc(NC(=O)c2c(CC)noc2C)s1	3
CCOc1cc2c(cc1O)C(=NOC)CC1C2CCC2(C)C(O)CCC12 (stereo not drawn)	-22
CO[C@@H]1CN(C)C(=O)c2ccc(NC(=O)C3CCC3)cc2OC[C@@H](C)N(Cc2cccnc2)C[C@H]1C	-1
O=C(OCCN1CCN(c2ncc(C(F)(F)F)cc2Cl)CC1)c1ccc(F)cc1	12
CCCN(C(=O)c1cc(S(=O)(=O)N(C)c2ccccc2OC)ccc1C)C1CCS(=O)(=O)C1 (stereo not drawn)	-3
C=CCn1c(SCC(=O)NC2CCS(=O)(=O)C2)nnc1-c1ccncc1 (stereo not drawn)	3
COc1ccc(CCNC(=O)c2cnc3ccccc3n2)cc1	-19
CC(C)Oc1ccccc1C1Nc2ccccc2C(=O)N1c1ccc2c(c1)OCCO2 (stereo not drawn)	-6
COc1ccc(C(=O)c2ccccc2)c(OCC(=O)NC2CC2)c1	4
COc1ccc(C2C(=O)N(CCc3ccccc3)CC(=O)N2C2CCCC2)cc1 (stereo not drawn)	1
OC[C@H]1[C@H](c2ccccc2)C2(CN(Cc3cccnc3)C2)N1Cc1ccncc1	-7[25 µM]
O=C(NCc1ccccc1Cl)NC(=O)c1csc([N+](=O)[O-])c1	0
Cc1nc2ccc([N+](=O)[O-])cc2[nH]1	-4
COc1ccc(CN2C(=O)CCC(C(=O)O)C2c2ccccc2)cc1 (stereo not drawn)	13
COc1cccc(Cn2c(NCc3cccnc3)nc3c2c(=O)n(C)c(=O)n3C)c1	16
Cc1ccccc1N1CCN(S(=O)(=O)CC23CCC(C[C@@H]2NC(=O)[C@@H](N)CCS(C)(=O)=O)C3(C)C)CC1 (stereo partly drawn)	4[25 µM]
CCN(CC)S(=O)(=O)c1ccc(C(=O)NCCN(C)C)cc1	5
Cc1noc(C)c1C(=O)Nc1nnc(-c2ccccc2)s1	-15
CCOC(=O)c1ccc(NC(=O)COc2ccc(CNCCO)cc2OCC)cc1	-2
CN(C)C(=O)c1cccc(-c2ccccc2[C@H]2[C@H](C#N)N(C(=O)C3CCC3)[C@H]2CO)c1	-25[25 µM]

Some of the entries above, reformatted.
CD40 NFkB inh | canonical_smiles
-3 | O=C(CN1CCOCC1)NNC(=O)c1ccc(Cl)cc1
-15 | Cc1noc(C)c1C(=O)Nc1nnc(-c2ccccc2)s1
74* | O=C1/C(=C\c2ccc(Cl)c(Cl)c2)CN(C(=O)CCN2CCOCC2)C/C1=C/c1ccc(Cl)c(Cl)c1
-2 | CCOC(=O)c1ccc(NC(=O)COc2ccc(CNCCO)cc2OCC)cc1
12 | O=C(OCCN1CCN(c2ncc(C(F)(F)F)cc2Cl)CC1)c1ccc(F)cc1

Going on with the list.
SMILES	CD40 NFkB inh
CCc1ccccc1NC(=O)CN1CCN(C(=O)CCC(=O)N2CCC(c3ccccc3)=N2)CC1	-1
COc1cccc(CNC(=O)C[C@@H]2CC[C@H]3[C@H](COc4ccc(NS(=O)(=O)c5ccccc5F)cc4C(=O)N3C)O2)c1	6[25 µM]
CC1SCCN1S(=O)(=O)c1ccc2ccccc2c1 (stereo not drawn)	12
O=C(CCCN1C(=O)C(c2ccccc2)Oc2cccnc21)NCc1ccc(F)cc1 (stereo not drawn)	15
CN(CCOc1ccc(Cl)cc1)C(=O)CNS(=O)(=O)c1ccc(N(C)C)c([N+](=O)[O-])c1	-5
CCC(=O)N(C)C[C@H]1N[C@@H](CO)[C@H]1c1ccc(-c2cccc(C#N)c2)cc1	8[25 µM]
COc1ccc(CC(=O)Oc2ccc(C)cc2Br)cc1S(=O)(=O)N1CCOCC1	1
COC(=O)c1cccc(C(=O)N2CCCC(CCC(=O)N(C)CCc3ccccn3)C2)c1 (stereo not drawn)	9
O=S(=O)(Nc1ccccc1)c1ccc(NS(=O)(=O)c2cccs2)cc1	7
O=C(OCc1ccccc1)C1CCCN1C(=O)c1ccccc1[N+](=O)[O-] (stereo not drawn)	-7
Cc1ccc(-c2nnc(COc3cccc(-n4cnnn4)c3)o2)cc1	-10
Cc1ccc(S(=O)(=O)N2CC[C@@H]3[C@@H](CO)Nc4ccc(-c5cccc(C(=O)N(C)C)c5)cc4[C@@H]32)cc1	-1[25 µM]
CC(=O)Nc1ccccc1OCC(=O)NCCC1=CCCCC1	-46
CCOC(=O)C1(CCCc2ccccc2)CCN(C(=O)c2cnc(C)cn2)CC1	-8
CC[C@H](C)[C@H](NC(N)=O)C(=O)Nc1ccc(C)cc1	12
CN(CC(=O)Nc1ccc(N2CCOCC2)cc1)C(=O)CCNC(=O)c1ccc(Br)cc1	-5
O=C(NCc1cccnc1)C1CCCN(S(=O)(=O)c2cccc3nsnc23)C1 (stereo not drawn)	7
S=C(Nc1ccccn1)Nc1ccccc1Cl	-90
CC1CCc2c(sc3ncnc(NS(=O)(=O)c4cccs4)c23)C1 (stereo not drawn)	5
C[C@@H]1CN([C@@H](C)CO)C(=O)c2ccccc2-c2ccccc2CO[C@H]1CN(C)C(=O)Nc1ccnc(N2CCOCC2)c1	-7[25 µM]
O=C(NC(=O)c1ccc(Cl)c(Cl)c1)OC1CCS(=O)(=O)C1 (stereo not drawn)	-4
Cc1ccc(S(=O)(=O)N[C@@H]2CC[C@H](CCNC(=O)C3CCCC3)O[C@@H]2CO)cc1	-3
CN1CCN(C(=O)C[C@H]2CC[C@@H]3[C@H](COC[C@H](O)CN3C(=O)c3ccccc3F)O2)CC1	-4[25 µM]
CN(Cc1ccccc1)S(=O)(=O)CCNC(=O)c1ccc2c(c1)OCO2	0
CCOc1ccc(-c2nnc(NC(=O)C3CCCC3)o2)cc1	-8

In the list so far, six have a nitro group on carbon:
SMILES	CD40 NFkB inh
COc1ccc(/C=N/Nc2ncccc2[N+](=O)[O-])c(OC)c1	68*
CC(=O)Nc1ccc(C=CC=Cc2cccc([N+](=O)[O-])c2)cc1	-22
O=C(NCc1ccccc1Cl)NC(=O)c1csc([N+](=O)[O-])c1	0
Cc1nc2ccc([N+](=O)[O-])cc2[nH]1	-4
CN(CCOc1ccc(Cl)cc1)C(=O)CNS(=O)(=O)c1ccc(N(C)C)c([N+](=O)[O-])c1	-5
O=C(OCc1ccccc1)C1CCCN1C(=O)c1ccccc1[N+](=O)[O-] (stereo not drawn)	-7

New compounds follow
SMILES	CD40 NFkB inh
COc1cc(CO)ccc1Oc1nc2ccccc2n2cnnc12	6
O=C(OCCN1C(=O)c2ccccc2C1=O)C1CC(O)CN1S(=O)(=O)c1ccc(Cl)cc1 (stereo not drawn)	1
OC(COCC1COc2ccccc2O1)CN1CCc2ccccc2C1 (stereo not drawn)	12
CC1CCN(C(=S)NC(=O)c2ccc(F)cc2)CC1	-6
FC(F)(F)c1nc(-c2ccncc2)ncc1-c1nnnn1-c1ccccc1	14
Cc1ccc(S(=O)(=O)Nc2ccc3c(c2)CC(=O)N([C@@H](C)CO)C[C@H](C)[C@@H](CN(C)S(C)(=O)=O)O3)cc1	3
CCC(=O)NC[C@H]1[C@@H](c2ccc(-c3ccc(C#N)cc3)cc2)[C@@H](CO)N1CCC(F)(F)F	1[25 µM]
CN1CCN(c2nc(-c3ccccc3)nc(-c3ccccc3)c2C#N)CC1	16
COc1ccc(C2=NOC(C(=O)NCCCn3ccnc3)C2)cc1 (stereo not drawn)	7
COc1ccc(NC(=O)Nc2cccc3c2O[C@@H](CN(C)C(=O)NC2CCCCC2)[C@H](C)CN([C@@H](C)CO)C3=O)cc1	-10[25 µM]
COc1ccc(C(=O)NCc2ccc(N3CCN(C)CC3)cc2)cc1	2
O=C(CCc1ccccc1)NCCSc1ccccc1	-88
Cc1ccccc1-c1ccc([C@@H]2[C@@H](CO)N3CCCCN(C(=O)Nc4cccc(F)c4)C[C@H]23)cc1	22[25 µM]

Given field by field: 2 of the compounds above.
FC(F)(F)c1nc(-c2ccncc2)ncc1-c1nnnn1-c1ccccc1
  CD40 NFkB inh = 14
Cc1ccc(S(=O)(=O)Nc2ccc3c(c2)CC(=O)N([C@@H](C)CO)C[C@H](C)[C@@H](CN(C)S(C)(=O)=O)O3)cc1
  CD40 NFkB inh = 3
